Bioassay records (PubChem BioAssay)
hIAP act: human IAP activators, primary screen, biochemical, luminescence, uHTS | 330,000 compounds, 0.16% hits | activation factor at 10 µM | AID 2524, 2010 | purified human IAP, CDP-Star luminescence, 30 min; stronger effect = higher value; 1 = vehicle-only enzyme, 0 = enzyme-free background;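 active means activation factor of the enzyme at least 2-fold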; further: the source names both 10 and 20 µM as test concentration; values of inactives mirror those of a sister screen read the other way
Target sequence (P09923 whole entry, looked up): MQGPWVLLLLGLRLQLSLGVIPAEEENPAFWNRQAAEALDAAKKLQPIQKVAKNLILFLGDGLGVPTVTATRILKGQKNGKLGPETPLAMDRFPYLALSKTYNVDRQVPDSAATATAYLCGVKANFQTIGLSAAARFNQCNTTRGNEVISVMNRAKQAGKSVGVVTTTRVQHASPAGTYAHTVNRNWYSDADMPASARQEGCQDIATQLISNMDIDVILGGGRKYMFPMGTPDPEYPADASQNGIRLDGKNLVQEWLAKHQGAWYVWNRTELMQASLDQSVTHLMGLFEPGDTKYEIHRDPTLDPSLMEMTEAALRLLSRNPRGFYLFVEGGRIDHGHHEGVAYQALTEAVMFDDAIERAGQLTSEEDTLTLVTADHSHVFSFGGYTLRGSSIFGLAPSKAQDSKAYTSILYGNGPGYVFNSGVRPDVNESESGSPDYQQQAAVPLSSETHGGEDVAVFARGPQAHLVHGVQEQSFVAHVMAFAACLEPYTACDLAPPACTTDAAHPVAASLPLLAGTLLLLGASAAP
MPTP block: mitochondrial permeability transition pore inhibitors, primary screen, biochemical, isolated mouse mitochondria, absorbance; Ca2+ swelling absorbance, 30 min; inhibition, % at 10 µM; 360,000 compounds, 1.4% hits; AID 602449, 2012;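 active means inhibition of 50% or more, scaled per plate between neutral and stimulator controls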;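 further: 0% = DMSO wells given calcium and 100% = 1 mM EGTA wells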
ATG4B inhibitor: ATG4B protease inhibitors, primary screen, biochemical, fluorescence, uHTS; Cysteine protease ATG4B (Homo sapiens), Q9Y4P1; 340,000 compounds, 0.51% hits; AID 504462, 2011; ATG4B cleavage of LC3-PLA2, NBD-HPC fluorescence, 1 h; inhibition, % at 8.33 µM; in the data active means inhibition above about 40%
Target sequence (Q9Y4P1 whole entry, looked up): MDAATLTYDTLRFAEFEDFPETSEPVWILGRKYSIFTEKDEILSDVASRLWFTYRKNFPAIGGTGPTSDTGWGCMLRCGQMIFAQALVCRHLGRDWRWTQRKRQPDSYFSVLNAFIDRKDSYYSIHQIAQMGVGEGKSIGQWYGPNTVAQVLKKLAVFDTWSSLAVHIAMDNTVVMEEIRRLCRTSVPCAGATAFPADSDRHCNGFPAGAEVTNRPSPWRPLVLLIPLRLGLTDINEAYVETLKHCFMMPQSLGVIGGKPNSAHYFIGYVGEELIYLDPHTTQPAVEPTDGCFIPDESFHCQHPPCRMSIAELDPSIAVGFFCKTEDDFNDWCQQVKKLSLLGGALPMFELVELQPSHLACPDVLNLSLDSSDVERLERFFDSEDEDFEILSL
SENP8 block: human SENP8 protease inhibitors, primary screen, biochemical, fluorescence, Nedd8 protein substrate, uHTS; Sentrin-specific protease 8 (Homo sapiens), Q96LD8; recombinant SENP8; inhibition, % at 20 µM; 360,000 compounds, 0.64% hits; in the data active means inhibition mostly above about 40%, no sharp cut-off; inactive means mostly below about 27%
SENP6 inh: SENP6 protease inhibitors, primary screen, biochemical, luminescence, uHTS; inhibition, % at 10 µM; Sentrin-specific protease 6 (Homo sapiens), Q9GZR1; AID 2599, 2010; Recombinant SENP6 catalytic domain, aminoluciferin luminescence; 330,000 compounds, 1.8% hits;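 active means inhibition above about 50% at the single tested dose, limit read from the data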;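 further: plate controls were DMSO wells with enzyme for no effect and DMSO wells lacking enzyme for full effect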
GRIN3A LBD mod: binders of NR3A ligand-binding domain, primary screen, biophysical, differential scanning fluorimetry, uHTS; Glutamate receptor ionotropic, NMDA 3A (GRIN3A) ligand-binding domain; AID 1259313, 2017; NR3A LBD differential scanning fluorimetry, Tm shift; 0% = protein alone, 100% = glycine-bound protein; 340,000 compounds, 2.5% hits; Tm shift relative to glycine control, % at 25 µM;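 active means melting temperature shift of at least 10% of the positive control shift, at one fixed dose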
PfGluPho inh: PfG6PD enzyme inhibitors, primary screen, biochemical, fluorescence intensity, uHTS. 350,000 compounds, 0.78% hits. PfGluPho enzyme, NADPH resazurin-diaphorase fluorescence. glucose-6-phosphate dehydrogenase-6-phosphogluconolactonase (Plasmodium falciparum 3D7). inhibition, % at 20 µM;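 active means inhibition reaching at least a set limit at 20 µM in the primary screen, cut at about 59% in these data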;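 further: 0% = DMSO wells with substrate and 100% = DMSO wells lacking glucose-6-phosphate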
SENP1 FRET inh: human SENP1 catalytic domain inhibitors, primary screen, biochemical, FRET, uHTS | Sentrin-specific protease 1 (Homo sapiens), Q9P0U3 | recombinant SENP1 catalytic domain, CyPet-SUMO1-YPet FRET cleavage | inhibition, % at 10 µM | 360,000 compounds, 0.21% hits;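 active means inhibition at least 30% at 10 µM, raw YFP signal under a set limit, fluorescence ratio 0.5 to 1.5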;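 further: 0% = enzyme with DMSO and 100% = no enzyme wells; some results filed as inactive read as strong as hits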
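Material – human SENP1 catalytic domain · Input – SENP1 enzyme, 20 pM final · Compound dosing – single concentration of 10 µM compound, 0.5% DMSO final · Timing – enzyme reaction for 50 min at room temperature, dark · Measured by – FRET fluorescence in CFP and YFP emission channels · Control set – no-enzyme wells low, DMSO-plus-enzyme wells high control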
* marks the source's active call; other numbers are inactive results; i = inactive; · = not tested or not shown; & = joins results of further samples.

SMILES	hIAP act	MPTP block	ATG4B inhibitor	SENP8 block	SENP6 inh	GRIN3A LBD mod	PfGluPho inh	SENP1 FRET inh
NC(=O)CC(NC(=O)c1ccccc1)c1ccc(N2CCCCCCC2)c([N+](=O)[O-])c1 (stereo not given)	1.2	0.2	-2	7	-5	-4	-1	2
Cc1ccc(C(=O)CCC(=O)Nc2ccc(Cl)c(S(=O)(=O)Nc3cccc(Cl)c3)c2)cc1	0.99	11	-1	2	-2	24*	-30	2
O=C(CNC(=O)c1cccs1)NCCc1ccco1	0.99	0.6	-3	1	-2	1	-10	-6
CCOc1ccc(NC(=O)COC(=O)c2n[nH]c3ccccc23)cc1	1.1	-0.4	-7	8	-14	-4	2	-1
COC(=O)CC1COc2ccccc2N1C(=O)c1ccc(C(C)(C)C)cc1 (stereo not given)	0.96	10	19	9	0	-2	-2	-2
O=C(CSc1ccccc1)Nc1nc2ccccc2[nH]1	1.3	0.7	-1	30	-3	-3	7	3
CCOC(=O)C1=C(NC(=S)NC(=O)c2ccccc2)c2ccccc2CC1(C)CC (stereo not given)	1	1.0	21	18	-4	-8	31	-3
COc1ccccc1C(=O)NCCNC(=O)c1ccc(C)nc1	0.84	-0.3	8	2	6	1	-13	0
CC(=O)OC(C(=O)Nc1nccs1)c1ccccc1 (stereo not given)	1	0.7	0	13	1	2	-16	3
Cc1cccc(-c2c(NC(=O)c3ccco3)oc3c(C)cccc3c2=O)c1	1.1	-1.6	5	-21	-11	-3	-8	-2
CCc1ccc(CN2CCSCC2)cc1	0.96	-0.1	-3	4	-10	-1	11	1
CCS(=O)(=O)c1nc(S(=O)(=O)c2ccc(Cl)cc2)c(NCCN2CCOCC2)s1	1.3	-2.5	9	1	11	1	-7	-3
O=C1COc2ccc(C(=O)COC(=O)COc3ccccc3[N+](=O)[O-])cc2N1	1	0.8	2	16	-7	-3	-12	5
CCCNC(=O)C(Cc1cccc(Cl)c1)NC(=O)c1ccccc1 (stereo not given)	1.1	0.2	6	9	-28	-1	12	3
O=Cc1ccc(O)cc1O	1.1	3.9	-23	31	-11	-2	6	1

Quoted at random: five entries already listed.
SMILES	hIAP act	MPTP block	ATG4B inhibitor	SENP8 block	SENP6 inh	GRIN3A LBD mod	PfGluPho inh	SENP1 FRET inh
COc1ccccc1C(=O)NCCNC(=O)c1ccc(C)nc1	0.84	-0.3	8	2	6	1	-13	0
CCCNC(=O)C(Cc1cccc(Cl)c1)NC(=O)c1ccccc1 (stereo not given)	1.1	0.2	6	9	-28	-1	12	3
CCOc1ccc(NC(=O)COC(=O)c2n[nH]c3ccccc23)cc1	1.1	-0.4	-7	8	-14	-4	2	-1
Cc1cccc(-c2c(NC(=O)c3ccco3)oc3c(C)cccc3c2=O)c1	1.1	-1.6	5	-21	-11	-3	-8	-2
O=C(CNC(=O)c1cccs1)NCCc1ccco1	0.99	0.6	-3	1	-2	1	-10	-6

The results go on:
SMILES	hIAP act	MPTP block	ATG4B inhibitor	SENP8 block	SENP6 inh	GRIN3A LBD mod	PfGluPho inh	SENP1 FRET inh
COc1ccc(NC(=O)CN(C)C(=O)c2cc(-c3cccs3)nn2-c2ccccc2)cc1	1	-0.6	-2	8	0	-3	-7	1
CC(=O)Nc1ccc(S(=O)(=O)Nc2ccccc2C(=O)N2CCCCCC2)cc1	1	-1.6	-4	13	4	1	-11	2
Cc1ccc(N2C(=O)Nc3ccc(Br)cc3C2(O)C(=O)NCCCN(C)C)cc1C (stereo not given)	1	0.5	-9	31	-17	1	5	-1
CCC(C)Sc1cccc(-c2nc3ccc(C)cn3c2NC2CCCCC2)c1 (stereo not given)	0.91	16&5.2	10	i	-6	-30	8	-44&-34
O=C(c1ccccc1)N1CCN(CC(O)Cn2ccc3ccccc32)CC1 (stereo not given)	1	0.2	22	7	17	1	-1	0
O=S(=O)(c1ccc(NC(=S)N/N=C/c2cccc(Oc3ccccc3)c2)cc1)N1CCOCC1	1.1	6.7	-15	-31	-12	6	-7	1
N#CCCN1CCN(C(=S)c2ccc(-c3cccc(Cl)c3)o2)CC1	0.94	2.0	-15	13	18	-15	2	-2
OCCN(CCO)Cc1csc2ccccc12	1.1	-1.5	-6	8	2	-10	-10	3
Cc1cc(C(=O)Cn2nc(C(=O)O)c3ccccc3c2=O)c(C)n1CC(F)(F)F	0.96	-1.1	-1	2	-9	0	3	2
CCCCN1C(=O)C(CC(=O)NC2CCCCC2)CC(C(=O)N(CC)CC)=C1C (stereo not given)	·	-0.6	·	-2	·	·	-7	-2
CC(C)c1ccc(C(=O)CSc2n[nH]c(-c3ccncc3)n2)cc1	0.78	-2.4	2	16	-2	-2	-14	4
COc1ccc2c(c1)C(NC(C)=O)C(=O)N2CCc1ccccc1 (stereo not given)	1.1	-3.0	5	11	23	0	3	0
CCn1cnc2cc(NS(=O)(=O)c3ccc(OC)c(OC)c3)ccc21	1	-0.6	1	5	0	-2	-12	0
Cc1nnc(SCC(=O)O)s1	1.1	0.6	-7	7	-2	0	7	1
CC(C(=O)NCCCc1ccccc1)n1cccc1C(=O)c1ccccc1 (stereo not given)	1	-0.9	-6	7	22	1	10	1

Record cards (already shown). Order of screens: hIAP act | MPTP block | ATG4B inhibitor | SENP8 block | SENP6 inh | GRIN3A LBD mod | PfGluPho inh | SENP1 FRET inh
`CCOc1ccc(NC(=O)COC(=O)c2n[nH]c3ccccc23)cc1` is entered as 1.1 | -0.4 | -7 | 8 | -14 | -4 | 2 | -1
`CCc1ccc(CN2CCSCC2)cc1` is entered as 0.96 | -0.1 | -3 | 4 | -10 | -1 | 11 | 1

Next section.
SMILES	hIAP act	MPTP block	ATG4B inhibitor	SENP8 block	SENP6 inh	GRIN3A LBD mod	PfGluPho inh	SENP1 FRET inh
N#C/C(=C\c1c(N2CCN(c3ccccc3)CC2)nc2ccccn2c1=O)C(N)=O	0.85	-0.2	-5	-284	-21	0	19	-57
CCC(C)NC(=O)c1cc2cc3ccc(OC)cc3nc2s1 (stereo not given)	1.1	-0.2	-26	-313	-7	-4	-4	-1
Cc1ccccc1C(=O)Nc1cc(-c2cc(C(C)(C)C)oc2C)nn1C	0.99	3.2	-3	22	-2	0	11	1
Cc1ccc(S(=O)(=O)N2CCOCC2)cc1C(=O)Nc1ccc(N2CCCCCC2)cc1	1.1	1.8	-6	22	-2	2	22	-2
CCOC(=O)C1C(=O)CC(C)(O)C(C(=O)OCC)C1c1ccc(N(CC)CC)cc1 (stereo not given)	1.1	0.4	-13	30	-14	-2	6	-1
CCN(CC(=O)Nc1ccccc1SC)Cc1nc2ccccc2c(=O)[nH]1	1.4	0.5	-1	10	-13	-1	-8	-1
CCOc1ccc(N(CC(=O)NC(C)C)C(=O)CCC(=O)Nc2ccccn2)cc1	1.2	1.6	4	10	15	-2	-23	0
COc1cc(NC(=O)c2onc(C)c2Cl)cc(OC)c1OC	1.1	0.1	6	8	15	-1	0	2
COc1cccc(N(CC(=O)N2CCN(c3ccccc3OC)CC2)S(C)(=O)=O)c1	0.7	-1.3	-5	13	-11	-1	-5	3
c1cc(C2CCN(Cc3nc(-c4ccc5c(c4)OCO5)no3)CC2)ccn1	1	18	-2	8	-12	1	8	-3
COc1cccc(-n2nnnc2SCC(=O)NCc2ccco2)c1	0.97	0.5	5	9	3	-2	-6	-3
O=C(CSc1nnc(-c2ccc(OC(F)F)cc2)o1)NCc1cccs1	0.81	1.0	-4	22	10	1	2	4
O=C(Oc1c(Cl)cc(Cl)c2cccnc12)c1cccs1	0.88	1.4	-2	-2	-10	-9	9	3
NC(=S)n1[nH]c(-c2ccc([N+](=O)[O-])cc2)c(N=Nc2ccccc2[N+](=O)[O-])c1=O	·	44	2	33	·	-2	-3	5
Cc1ccc(NC(=O)Cc2n[nH]c(=O)c3ccccc23)cc1S(=O)(=O)N1CCCCCC1	0.96	2.4	-6	6	-4	-8	-3	2
CCCNC(=O)c1onc(CSc2ccc(F)cc2)c1C(=O)NCCOC	1.1	0.5	4	13	0	-2	13	1
CCn1c(NCc2ccco2)nc2ccccc21	1.1	-0.4	0	9	-6	-1	6	0
O=C(NCC(c1ccco1)N1CCCC1)c1ccc(-n2cccn2)cc1 (stereo not given)	1.1	-0.4	2	6	16	1	-15	-8
CC(CNC(=O)CN1C(=O)c2cccnc2Oc2ccc(Cl)cc21)c1ccccc1 (stereo not given)	1.3	-1.1	1	13	-2	-1	26	0
CCC(c1nnc(SC(C)C(=O)NC2CC2)n1-c1ccc(OC)cc1)N(C)C (stereo not given)	1	-1.2	-14	8	-24	2	-7	2
Cc1cccc(C(=O)NCC(=O)N2CCN(S(=O)(=O)/C=C/c3ccccc3)CC2)c1	0.89	-0.4	-6	8	-2	1	-1	1
Cc1ccc(-n2nc(C(=O)c3ccccc3)n3c(=O)cc(-c4ccccc4)nc23)cc1	0.9	-0.1	-10	-38	-15	-1	13	1
NC(=O)c1c(NC(=O)c2cccnc2)sc2c1CCCCC2	1.2	0.8	6	-60	20	-1	27	-40
Cc1cnc(C)c(N2CCN(Cc3nc(-c4ccccc4)no3)CC2)n1	1	1.4	-4	-41	-5	-2	-6	1
COc1ccc(/C=N/Nc2cc(C)nc(N)n2)cc1	1	0.5	3	5	-23	-20	-11	0
COc1ccc(C[C@H]2CN3C(=NC[C@@H]3C(C)C)N2CCNC(=O)CCC2CCCCC2)cc1	0.85	1.5	4	13	-2	0	1	0
Cc1ccc(OCC(=O)Nc2cccc(-c3nnc(-c4ccccc4)o3)c2)c(C)c1	0.84	30	7	22	11	-4	-4	1
CC1CN(Cc2ccccc2)C(=O)NC1=O (stereo not given)	·	0.1	0	16	·	-1	-16	2
CCc1nnc(NC(=O)c2ccc(F)c(S(=O)(=O)N3CCCCC3)c2)s1	1.2	0.5	0	-1	-11	-27	-25	1
CCOc1ccc(NC2=NC(C(=O)NCc3ccccc3)CC(=O)N2)cc1 (stereo not given)	1.1	-0.4	-9	23	-8	0	-1	-1
O=C1CN(C(=O)c2ccccc2)C(c2ccccc2)c2cc(F)ccc2N1 (stereo not given)	1	0.8	1	9	-6	2	-2	1

Single values from the results shown.
Cc1cccc(C(=O)NCC(=O)N2CCN(S(=O)(=O)/C=C/c3ccccc3)CC2)c1 | PfGluPho inh: -1
COc1ccc(/C=N/Nc2cc(C)nc(N)n2)cc1 | GRIN3A LBD mod: -20
Cc1cnc(C)c(N2CCN(Cc3nc(-c4ccccc4)no3)CC2)n1 | ATG4B inhibitor: -4
CCn1c(NCc2ccco2)nc2ccccc21 | SENP8 block: 9
